# NS5 inhibitors: flavivirus cap methylation enzyme inhibition – biochemical, confirmation dose response, primary screen (AID 588689); actives 0.3% (n = 340,000); Dengue-2 NS5 methyltransferase capping enzyme assay, biochemical; higher % means a stronger effect; inhibition, % at 25 µM; hits with a dose series show IC50 in µM; in the data active = a potency from the dose series; inconclusive = inhibition above about 29% without an active follow-up result
# SIAH1 antagonists: Siah-1 peptide-binding antagonists, primary screen, biochemical, fluorescence polarization, rhodamine-plectin, uHTS (AID 1817); actives 0.02% (n = 290,000); displacement, % at 20 µM, or IC50 in µM where a hit was titrated; Siah-1 / rhodamine-plectin peptide fluorescence polarization; higher % means a stronger effect;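 active = displacement of at least 50% at 20 µM, with a fluorescence ratio check between 0.3 and a set limit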;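 note: plate controls were Siah plus tracer with DMSO for no effect and tracer alone without Siah for full effect; strong numbers were not always called active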
# LYP inhibition: PTPN22 lymphoid phosphatase activity blockers – biochemical, fluorescence intensity, uHTS (AID 1779); recombinant LYP phosphatase, fluorescence intensity; higher % means a stronger effect; inhibition, % at 11.5 µM, or IC50 in µM where a hit was titrated; actives 0.054% (n = 290,000); in the data active = inhibition above about 50%;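 note: plate controls were vehicle with enzyme for no effect and no enzyme for full effect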
# Rac1 GTP hydrolysis: MgcRacGAP GTPase-activating activity inhibitors, confirmation, biochemical, ADP Hunter fluorescence; MgcRacGAP-stimulated Rac1 GTP hydrolysis, ADP Hunter fluorescence; higher % means a stronger effect; GST-tagged Rac1 F28L mutant substrate; one-dose inhibition, % at 30 µM; IC50 in µM for titrated hits; actives 0.6% (n = 340,000); AID 624330;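 active = first-screen hits whose inhibition reached a set limit at any dose in the follow-up dose series; inconclusive = inhibition above the set first-screen limit but never retested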;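 note: fluorescence reports GDP produced by GAP-driven GTP hydrolysis; strong numbers were not always called active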
# SV40 large T antigen: SV40 large T antigen inhibitors, biochemical (AID 1903); one-dose inhibition, % at 20 µM; IC50 in µM for titrated hits; actives 0.39% (n = 310,000); SV40 large T antigen ATPase/helicase inhibition assay; higher % means a stronger effect; in the data active = a potency from the dose series; inconclusive = inhibition mostly from about 32% at the one dose, without a potency; inactive = the rest, 99 in 100 with inhibition below about 32%; note: strong numbers were not always called active
# HIV peptide binding: inhibitors of HIV fusion peptide binding, primary screen, biochemical, uHTS, fluorescence dequenching (AID 1986); inhibition, % at 20 µM; hits with a dose series show IC50 in µM; cell-free peptide binding, fluorescence dequenching, 30 min; higher % means a stronger effect; actives 0.3% (n = 290,000); in the data active = inhibition mostly above about 52%, no sharp cut-off; inactive = mostly below about 76%; note: some results filed as inactive read as strong as hits
# RSV CPE inhibition: RSV antiviral activity via CPE protection, HEp-2 cells, primary 10 µM value included (AID 2391); HEp-2 cells, RSV-induced CPE inhibition; higher % means a stronger effect; one-dose CPE inhibition, % at 10 µM; IC50 in µM for titrated hits; actives 0.13% (n = 310,000); in the data active = a potency from the dose series; inconclusive = CPE inhibition mostly from about 23% at the one dose, without a potency; inactive = the rest, 99 in 100 with CPE inhibition below about 21%; note: strong numbers were not always called active
# AID2073: disruptors of CaV2.2 binding to Mint1 – biochemical, HTRF (AID 2073); inhibition, % at 20 µM, or IC50 in µM where a hit was titrated; HTRF protein-protein interaction, Mint1-CaV2.2; higher % means a stronger effect; actives 0.19% (n = 290,000); in the data active = inhibition mostly above about 51%, no sharp cut-off; inconclusive = no clear call, values can overlap the other calls; inactive = mostly below about 53%; note: some results filed as inactive read as strong as hits
# XIAP displacement: XIAP antagonists, biochemical, IAP family, fluorescence polarization (AID 1018). XIAP BIR domain, fluorescence polarization peptide displacement; higher % means a stronger effect. one-dose displacement, % at 20 µM; IC50 in µM for titrated hits. actives 0.007% (n = 200,000); in the data active = displacement above about 50%; note: a part of the inactive calls stands beside numbers as strong as those of hits
# NS5 inhibitors pilot replicate: also measured in NS5 inhibitors; calls as there; inhibition, %; measured here: pilot screen replicate inhibition
# The depositor's hits bear a star; ? = inconclusive; nt = no result given. Random draw from the library; about 1.7% have a hit in one of these screens.
# A first look:
SMILES,NS5 inhibitors,SIAH1 antagonists,LYP inhibition,Rac1 GTP hydrolysis,SV40 large T antigen,HIV peptide binding,RSV CPE inhibition,AID2073,XIAP displacement,others
CCOc1ccc(/C=C/C(=O)Nc2cccc(C(C)=O)c2)cc1,-5%,6%,-3%,-4%,-53%,1.4%,?,10%,-3.0%,
CCCCn1cc2c(c1-c1cccc(C)c1)c(=O)n(C)c(=O)n2C,-10%,-2%,1%,11%,8%,2.3%,2.5%,14%,nt,

# The list itself, repeating the preview:
SMILES,NS5 inhibitors,SIAH1 antagonists,LYP inhibition,Rac1 GTP hydrolysis,SV40 large T antigen,HIV peptide binding,RSV CPE inhibition,AID2073,XIAP displacement,others
CCOc1ccc(/C=C/C(=O)Nc2cccc(C(C)=O)c2)cc1,-5%,6%,-3%,-4%,-53%,1.4%,?,10%,-3.0%,
CCCCn1cc2c(c1-c1cccc(C)c1)c(=O)n(C)c(=O)n2C,-10%,-2%,1%,11%,8%,2.3%,2.5%,14%,nt,
C[N+]1(CC(=O)OCCCc2ccccc2)CCCCC1,-2%,6%,-1%,-6%,-5%,-1.1%,0.8%,6%,-4.8%,
CCC(C)N(C(=O)CSc1nc(-c2ccccc2)cs1)C1CCS(=O)(=O)C1 (configuration not stated),-6%,-2%,-10%,9%,1%,-2.6%,0.4%,1%,-4.7%,
COc1ccc(CCN2C(=O)CC(N3CCC(C(N)=O)CC3)C2=O)cc1OC (configuration not stated),-4%,-7%,-10%,14%,12%,-0.2%,1.0%,7%,nt,
COc1ccc(NC(=O)N2CCCC2C(=O)Nc2ccccc2F)cc1 (configuration not stated),0%,6%,-8%,4%,7%,-1.1%,0.4%,13%,nt,
CC1=NN(c2ccccc2)C(=O)C1C(=O)C(=O)Nc1ccc(F)cc1 (configuration not stated),-2%,0%,-4%,2%,17%,-2.0%,7.8%,4%,2.0%,
COc1ccc(CN(C)C(=O)c2cnc(OC)cc2C(F)(F)F)c(OC)c1,-3%,2%,-5%,-4%,14%,-1.3%,0.8%,4%,nt,
COc1cc(/C=N\NC(=O)c2ccc(C)nc2)ccc1OC(=O)c1cccc(F)c1,-5%,4%,-6%,8%,21%,0.0%,2.7%,37%,nt,
COc1ccc(Cn2c(SC)nc3ccccc32)cc1[N+](=O)[O-],-1%,1%,-2%,4%,-5%,-3.3%,0.1%,-1%,-24%,
O=C(/C=C\c1ccccc1[N+](=O)[O-])Nc1ccccc1,-11%,-2%,0%,6%,9%,-2.5%,4.4%,-9%,-1.6%,
Cc1cccn2c(=O)c(/C=N/O)c(N3CCCCC3)nc12,-6%,0%,-3%,0%,6%,-3.7%,0.0%,4%,-19%,
COc1ccc(CCNC(=S)Nc2ccc(S(=O)(=O)Nc3ncccn3)cc2)cc1OC,1%,-2%,-15%,4%,18%,0.5%,0.2%,3%,nt,
CCN(CC)CCNC(=O)c1ccc(NC(=O)c2ccc3c(c2)CCC3)cc1,-4%,-1%,-3%,4%,5%,-0.2%,-0.5%,-2%,nt,
COc1ccc(CC(=O)NNC2=Nc3cccc4cccc2c34)cc1OC,8%,7%,-2%,11%,3%,-1.1%,nt,-16%,nt,
Cc1cc(N2CCOCC2)n2nc(C)c(-c3ccc(Cl)cc3)c2n1,-2%,2%,3%,nt,15%,1.0%,17%,26%,nt,
CCOCCCNC(=O)c1ccc2c(c1)ncn2-c1cccc(C)c1,-5%,10%,-9%,9%,18%,-1.3%,3.6%,-3%,nt,
CC(C)Cn1c(SCC(=O)NC2CCCc3ccccc32)nc(O)cc1=O (configuration not stated),-1%,4%,-4%,-1%,10%,-2.5%,0.3%,6%,-3.2%,
Cc1cc(C)nc(NC(=O)/C=C/c2ccc3c(c2)OCO3)c1,-6%,-1%,-4%,7%,0%,-0.4%,4.5%,5%,-2.4%,
CC(C)(C)c1ccc(C2C(C(=O)c3ccco3)=C(O)C(=O)N2CC2CCCO2)cc1 (configuration not stated),-3%,1%,-4%,5%,6%,0.1%,8.1%,9%,nt,
c1ccc2c(c1)Cc1cc3ccccc3nc1-2,-11%,-2%,-3%,5%,1%,0.5%,3.9%,18%,nt,
C=CCc1cc(Cl)ccc1OCCCn1ccnc1,2%,14%,-8%,20%,8%,1.4%,?,9%,nt,
CCC(C)NC(=O)CSc1nnc(-c2c[nH]c3ccccc23)o1 (configuration not stated),8%,2%,0%,-6%,5%,1.7%,5.4%,-7%,-7.2%,
COC(=O)CCc1c(C)[nH]c(=S)[nH]c1=O,-2%,24%,-10%,3%,3%,52%,6.4%,2%,-9.5%,
CCOC(=O)c1sc(NC(=O)C2CC(=O)N(c3ccccc3C)C2)nc1C (configuration not stated),-7%,14%,-3%,5%,9%,-0.9%,1.9%,-1%,nt,
COC(=O)c1cc(NC(=O)c2cc(-c3ccc(Cl)cc3)oc2C(F)(F)F)ccc1N1CCOCC1,-9%,6%,3%,1%,21%,1.6%,nt,18%,nt,
COCCNC(=O)c1ccc(Cl)c(Cl)c1,5%,2%,6%,7%,12%,-0.3%,0.5%,-4%,-4.4%,
CCOc1ccccc1NC(=O)COC(=O)C1CC(=O)N(c2c(C)cccc2C)C1 (configuration not stated),-2%,-1%,-7%,6%,2%,-0.3%,4.2%,10%,nt,
COc1ccc(OC)c(C(C)NC=O)c1 (configuration not stated),-6%,7%,-2%,8%,7%,-1.8%,0.9%,10%,-5.9%,
CCOc1ccc(NC(=O)COC(=O)Cn2cnnn2)cc1OCC,-3%,2%,5%,-3%,-2%,2.3%,-1.2%,1%,-3.1%,
O=c1[nH]c(NCc2ccccc2)nc2c1CCCC2,3%,4%,1%,5%,20%,-1.2%,-0.6%,-2%,-6.7%,
COc1ccc(Cc2nnc(SCC(=O)Nc3ccccc3C)n(N)c2=O)cc1,-9%,nt,nt,0%,-7%,nt,-1.3%,nt,nt,
O=C(/C=C/c1ccccc1)NCC(=O)N/N=C\c1cccnc1,3%,-2%,-9%,3%,5%,-0.5%,-0.7%,23%,-2.7%,
Cc1cc2c(c(=O)o1)C(c1ccc([N+](=O)[O-])o1)C(C#N)=C(N)O2 (configuration not stated),nt,2%,-8%,nt,16%,24%,1.3%,-4%,nt,
CC(=O)NC(=S)Nc1ccc([N+](=O)[O-])cc1C,1%,-2%,-2%,6%,3%,-0.1%,4.4%,-8%,-6.4%,
NC(=O)C1CCN(Cc2nc3ccccc3c(=O)[nH]2)CC1,-5%,-2%,-7%,1%,-1%,-0.9%,0.3%,-4%,-7.6%,NS5 inhibitors pilot replicate=5.2
CCOC(=O)c1cccc(NC(=O)CCn2c(=O)oc3ccccc32)c1,-3%,3%,-6%,4%,10%,2.1%,4.3%,0%,nt,
Cc1cc(N)n2nc(-c3ccccc3)c(-c3ccccc3)c2n1,-5%,-10%,-5%,5%,-2%,-1.1%,18%,21%,nt,NS5 inhibitors pilot replicate=-2.4
[2H]c1c([2H])c([2H])c(-c2nc(N3CCCCCC3)sc2C(=O)c2ccccc2)c([2H])c1[2H],-3%,2%,1%,5%,4%,-2.7%,46%,-23%,-0.2%,
Brc1ccc(CSc2ccc3nnc(-c4ccccn4)n3n2)cc1,-8%,0%,-2%,4%,5%,-3.3%,11%,13%,-2.5%,
Cc1noc(NS(=O)(=O)c2ccc(N/C=C/C(=O)c3ccncc3)cc2)c1C,-3%,6%,3%,1%,9%,0.7%,-0.1%,7%,-21%,
O=C(Nc1ccccc1)Nc1cc(Cl)cc(Cl)c1,-17%,-6%,-1%,12%,12%,3.2%,-0.5%,-2%,-5.8%,
CC(c1ccc(Cl)cc1)n1c(-c2ccc3ccccc3n2)n[nH]c1=S (configuration not stated),-6%,9%,4%,0%,10%,-3.5%,15%,-5%,-2.4%,
COc1ccc(C(=O)N/C(=C/c2cccs2)C(=O)NN)cc1OC,2%,-3%,-1%,-4%,24%,-1.8%,0.8%,-1%,nt,
CC(c1ccon1)N(C)Cc1cn(C)nc1-c1cccc(Cl)c1 (configuration not stated),-4%,4%,-4%,2%,2%,-1.5%,2.4%,4%,-7.9%,
COc1cc(OC)c(NC(=O)c2ccoc2C)cc1Cl,-9%,-3%,6%,7%,1%,-1.5%,1.5%,10%,-7.2%,

# Quoted from the listing for reference:
SMILES,NS5 inhibitors,SIAH1 antagonists,LYP inhibition,Rac1 GTP hydrolysis,SV40 large T antigen,HIV peptide binding,RSV CPE inhibition,AID2073,XIAP displacement,others
COc1ccc(CCN2C(=O)CC(N3CCC(C(N)=O)CC3)C2=O)cc1OC (configuration not stated),-4%,-7%,-10%,14%,12%,-0.2%,1.0%,7%,nt,
COc1ccc(NC(=O)N2CCCC2C(=O)Nc2ccccc2F)cc1 (configuration not stated),0%,6%,-8%,4%,7%,-1.1%,0.4%,13%,nt,
CC1=NN(c2ccccc2)C(=O)C1C(=O)C(=O)Nc1ccc(F)cc1 (configuration not stated),-2%,0%,-4%,2%,17%,-2.0%,7.8%,4%,2.0%,
COc1ccc(CN(C)C(=O)c2cnc(OC)cc2C(F)(F)F)c(OC)c1,-3%,2%,-5%,-4%,14%,-1.3%,0.8%,4%,nt,
COc1cc(/C=N\NC(=O)c2ccc(C)nc2)ccc1OC(=O)c1cccc(F)c1,-5%,4%,-6%,8%,21%,0.0%,2.7%,37%,nt,
COc1ccc(Cn2c(SC)nc3ccccc32)cc1[N+](=O)[O-],-1%,1%,-2%,4%,-5%,-3.3%,0.1%,-1%,-24%,
O=C(/C=C\c1ccccc1[N+](=O)[O-])Nc1ccccc1,-11%,-2%,0%,6%,9%,-2.5%,4.4%,-9%,-1.6%,
Cc1cccn2c(=O)c(/C=N/O)c(N3CCCCC3)nc12,-6%,0%,-3%,0%,6%,-3.7%,0.0%,4%,-19%,
COc1ccc(CCNC(=S)Nc2ccc(S(=O)(=O)Nc3ncccn3)cc2)cc1OC,1%,-2%,-15%,4%,18%,0.5%,0.2%,3%,nt,
CCN(CC)CCNC(=O)c1ccc(NC(=O)c2ccc3c(c2)CCC3)cc1,-4%,-1%,-3%,4%,5%,-0.2%,-0.5%,-2%,nt,
COc1ccc(CC(=O)NNC2=Nc3cccc4cccc2c34)cc1OC,8%,7%,-2%,11%,3%,-1.1%,nt,-16%,nt,
Cc1cc(N2CCOCC2)n2nc(C)c(-c3ccc(Cl)cc3)c2n1,-2%,2%,3%,nt,15%,1.0%,17%,26%,nt,
CCOCCCNC(=O)c1ccc2c(c1)ncn2-c1cccc(C)c1,-5%,10%,-9%,9%,18%,-1.3%,3.6%,-3%,nt,
CC(C)Cn1c(SCC(=O)NC2CCCc3ccccc32)nc(O)cc1=O (configuration not stated),-1%,4%,-4%,-1%,10%,-2.5%,0.3%,6%,-3.2%,
Cc1cc(C)nc(NC(=O)/C=C/c2ccc3c(c2)OCO3)c1,-6%,-1%,-4%,7%,0%,-0.4%,4.5%,5%,-2.4%,
CC(C)(C)c1ccc(C2C(C(=O)c3ccco3)=C(O)C(=O)N2CC2CCCO2)cc1 (configuration not stated),-3%,1%,-4%,5%,6%,0.1%,8.1%,9%,nt,
